# Nrf2 ARE act: activates Nrf2 signaling; AREc32 ARE-luciferase reporter (MCF7-derived line), luminescence, 24 h; Potency, µM (top dose mostly 46.1 µM), for inactives: at the top dose activation, usual class: activators; 410,000 compounds, 0.31% hits; also: potency is read from the fitted curve at half-maximal effect; % of control where 0% means no effect; nearly all actives have a fitted effect of over 65% in size
#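 Nrf2 activation is followed as ARE-luciferase induction in the AREc32 line after one day of compound treatment; luminescence is read with Steady-Glo.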
# HepG2 tox: HepG2 cytotoxicity, counter-screen for TGF-b inhibitors | AID 588856 | Potency, µM (top dose mostly 46.1 µM), for the others: at the highest dose activity change, negative = cytotoxicity, hits mostly cytotoxic | HepG2 CAGA-GFP viability, ATP luminescence, 18 h | 410,000 compounds, 0.76% hits; also: potency is read from the fitted curve at half-maximal effect; some results filed as inactive show a strong effect at the top dose
#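 HepG2 CAGA-GFP cells (1000/well, DMEM with 1% FBS) received compound, then TGF-beta at 500 pg/mL final, and were incubated 18 hours at 37 degrees C. Viability was read by CellTiter-Glo luminescence. Media-only wells were set as complete cell-killing and DMSO as no toxicity.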
# Abeta rescue: compounds reversing amyloid beta toxicity in yeast. Potency, µM (doses to about 46.1 µM), without a hit: top-dose growth rescue, usual class: activators. AID 1347071. yeast expressing A-beta42, growth rescue, OD600, 48 h; response scale: 0% DMSO, 100% iron-clioquinol control. 410,000 compounds, 0.063% hits; also: potency is read from the fitted curve at half-maximal effect; nearly all actives have a fitted effect of over 55% in size
#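 Yeast growth medium received pinned compounds, then yeast cells expressing toxic A-beta were added; plates incubated at 30 C for 48 hr. Growth read as absorbance at 600 nm, normalized to DMSO and equimolar FeCl3 plus clioquinol controls.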
# Akt phos inh: blocks phosphorylation of Akt; 360,000 compounds, 0.32% hits; activity change, % for hits at 50 µM; Neuro2A IGF-stimulated pAkt S473 HTRF, 20 min; hits give low values; in the data active = activity change below about -80%; inconclusive = mostly about -51% to -80%; also: % is scaled to controls: 0 for no effect and ±100 for the full control effect
#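 Single-point screen (50 µM final compound) in Neuro2A cells stimulated 20 min with 6 nM IGF at 37 deg C. After lysis, Ser473-phosphorylated Akt read by HTRF (ex 330 nm, em 615/665 nm) as the 665/615 ratio.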
# MmCpn inh: blocks the Methanococcus maripaludis chaperonin Mm-Cpn | purified Mm-Cpn ATPase, ADP Transcreener TR-FRET | Potency, µM (top dose mostly 76.9 µM), inactives show at the top dose activity, negative = inhibition, usual class: inhibitors | 330,000 compounds, 0.031% hits; also: potency is read from the fitted curve at half-maximal effect; % is scaled to controls: 0 for no effect and ±100 for the full control effect; nearly all actives have a fitted effect of over 80% in size
#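 Compound-treated chaperonin, 25 nM final, turns over 10 uM ATP at 37°C for 30 min following a 10 min preincubation; ADP generated competes with ADP-d2 for Eu-cryptate antibody, lowering FRET.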
# CCT modulator: modulators of cytosolic chaperonin (CCT/TRiC) activity. activity change, % (no concentration beside the values), hits read low. purified chaperonin ATPase assay, HTRF ADP detection, 30 min. 360,000 compounds, 0.3% hits; in the data active = activity change below about -30%; also: % is scaled to controls: 0 for no effect and ±100 for the full control effect
#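 ATPase activity: ADP formed was measured by HTRF Transcreener (665/615 nm ratio) after 30 min at 37 deg C with 10 uM ATP. Compounds screened at one 76 uM concentration against 40 or 20 nM TRiC in Tris pH 7.4/KCl/MgCl2/DTT buffer.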
# TGFb inhibitor: TGF-b pathway inhibition | HepG2 CAGA-GFP TGF-b/SMAD3 reporter, GFP fluorescence, 18 h; TGF-beta stimulated, 500 pg/mL final | Potency, µM (highest dose often 46.1 µM), for inactives: top-dose activity, negative = inhibition, most hits filed as inhibitors | 410,000 compounds, 1.2% hits | AID 588855; also: potency is read from the fitted curve at half-maximal effect; % is scaled to controls: 0 for no effect and ±100 for the full control effect; nearly all actives have a fitted effect of over 65% in size
#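 Cell-based qHTS in HEPG2 carrying a CAGA-GFP Smad reporter; compounds added before 500 pg/mL final TGF-beta, 18 h incubation at 37 degrees C, GFP fluorescence quantified per cell by imaging cytometry.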
# Nrf2 inh: inhibitors of Nrf2 signaling; A549 ARE-Fluc reporter, luciferase luminescence, 18-24 h; Potency, µM (doses to about 46 µM), for inactives: at the highest dose activity change, negative = inhibition, usual class: inhibitors; 360,000 compounds, 2.1% hits; AID 504444; also: potency is read from the fitted curve at half-maximal effect; % is scaled to controls: 0 for no effect and ±100 for the full control effect; nearly all actives have a fitted effect of over 60% in size
#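 In this cell-based qHTS, ARE-driven firefly luciferase in A549 cells reports Nrf2 activity; the luminescent signal after BugLite lysis is the measured value, with a prior CellTiter-Fluor read for cell health.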
# A549 viability: A549 cytotoxicity, counter-screen for Nrf2 inhibitors; A549 ARE-Fluc cells, CellTiter-Fluor viability, 18-24 h; Potency, µM (top dose mostly 46 µM), inactives show at the highest dose activity change, negative = cytotoxicity, most hits filed as inhibitors; 390,000 compounds, 0.16% hits; AID 504648; also: potency is read from the fitted curve at half-maximal effect; % is scaled to controls: 0 for no effect and ±100 for the full control effect
#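 Cytotoxicity counterscreen: CellTiter-Fluor fluorescence was measured in A549 ARE_Fluc cells after 18-24 h of compound exposure in a concentration series. The subsequent BugLite luminescent read reports ARE-luciferase activity.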
# Numbers without * were called inactive; i = inactive; ? = inconclusive; . = no result given; & = joins results of further samples; [ ] = remark or other dose. Unless noted, calls follow the shape of the dose curve; as a rule, active = well fitted curve in the direction sought with a large enough effect; inconclusive = small, poorly fitted or top-dose-only effect, or another doubt; inactive = no such curve, though single readings can be large; an effect the other way counts as inactive or inconclusive.
SMILES	Nrf2 inh	Nrf2 ARE act	CCT modulator	HepG2 tox	Akt phos inh	MmCpn inh	Abeta rescue	A549 viability	TGFb inhibitor
COc1ccc(-n2nc(C(C)=O)c(=O)[nH]c2=O)cc1	-3%	0.1%	2.2	0%	i	1%	-2%	1%	-12%
Cc1cc(/C=C(\C#N)C(=O)NC2CCCCCC2)c(C)n1C	8%	0.0%	0.7	0%	i	-5%	-37%[inhibitor]	?	-5%
CCCCOc1ccc(C2(C)NC(=O)N(C)C2=O)cc1 (stereo unspecified)	-7%	0.6%	-0.7	-14%	i	-2%	-9%	0%	-12%
CC(C)CC(=O)N1CCN(S(=O)(=O)c2ccc(F)cc2)CC1	-2%	-0.1%	-1.3	-5%	i	1%	7%	0%	14%
CCN(CC(=O)Nc1c(F)cccc1F)C(=O)c1cccnc1Sc1ccccc1	3%	0.4%	-0.4	-4%	i	-1%	8%	5%	-7%
COCCNC(=O)CN(C(=O)Cn1nnc2ccccc21)c1ccccc1	-5%	0.1%	-23	-18%	i	2%	-7%	-6%	20%
O=C(Nc1nn[nH]n1)c1cccc(Oc2ccccc2)c1	12%	-0.4%	-9.4	1%	i	-1%	-2%	6%	4%
CC(C)CN(C(=O)COC(=O)C12CC3CC(CC(C3)C1)C2)c1c(N)n(Cc2ccccc2)c(=O)[nH]c1=O	26µM*	-0.4%	-3.5	3%	i	-1%	-2%	?	3%
CCOC(=O)C1CCN(C(=O)CCCCn2c(=O)[nH]c3ccccc3c2=O)CC1	1%	-0.8%	-0.3	-22%	i	1%	-7%	1%	-2%
O=C(C[C@H]1C/C=C\C[C@@H](Cc2ccc(F)cc2)C(=O)OC[C@@H](Cc2c[nH]c3ccccc23)NC1=O)NCCO	-10%	-0.2%	-0.1	-6%	i	1%	0%	-1%	?
C=CCN(CC=C)CCCOc1ccc(C)cc1OC	10%	2.2%	-3.8	-16%	i	?	-27%	1%	-1%
CCOC(=O)c1sc(NC(=O)c2cc(-c3ccccc3C)nc3ccccc23)c(C#N)c1C	4.1µM*	4.6%	2.3	-31%	i	-3%	-3%	?	?
CCO[C@H]1OC(C(=O)O)=C[C@@H](c2coc3ccccc3c2=O)[C@@H]1CCCO	0%	0.5%	0.3	2%	i	.	9%	0%	12%
COc1ccc(CSc2ccc(S(=O)(=O)N3CCCCC3)cn2)cc1F	?	-0.1%	-9.8	6%	i	-9%	2%	0%	-3%
Cc1ccc(NS(=O)(=O)c2ccc(-c3ccc(=O)[nH]n3)o2)c(C)c1	0%	0.8%	-0.8	6%	i	0%	-2%	7%	-5%
CCOc1cc(CO)cc(Br)c1OCC(N)=O	11%	-0.6%	2.3	-16%	i	2%	-8%	?	-3%
CC1(C)N=C(SCC(=O)Nc2ccccc2)C(c2ccc(Cl)cc2)=N1	?	14%	-2.3	-8%	i	2%	-13%	-11%	-30%
CCOC(=O)N1CCC(N2CCCC(CO)(Cc3ccccc3C)C2)CC1 (stereo unspecified)	-10%	-0.5%	-0.9	-17%	i	-2%	2%	0%	4%
CC1=C(C(=O)Nc2ccccc2)C(c2cccnc2)n2nc(SCc3ccccc3F)nc2N1 (stereo unspecified)	5%[9.27 µM]	-1.5%	.	-14%	.	.	-18%	-9%	3%
C=C1c2ccccc2O[C@H](C(=O)OCC)[C@@H]1C1CCCCC1	5%	-0.6%	-0.5	2%	i	0%	15%	1%	-5%
O=C(CN1CCCCC1)Nc1ccccc1NC(=O)CN1CCCCC1	7%	0.3%	-1.1	-2%	i	4%	-1%	?	7%
Cn1ccnc1SCC(=O)Nc1cccc(Br)c1	21%	0.3%	.	6%	.	.	-2%	-1%	8%
COc1ccccc1Cc1c(C(C)(C)C)nc2cc(C)c(Br)c(C)n12	.	-0.5%	0.1	.	i	.	?	.	.
Cc1cc(NCCOCCO)n2ncc(-c3ccc(Cl)cc3)c2n1	?	4.3%	-2.0	-34%	i	-8%	9%	-19%	0%
Cc1ncoc1C(=O)N1CCCC(C(=O)c2cccc(C(F)(F)F)c2)C1 (stereo unspecified)	5%	-0.5%	-3.2	0%	i	-2%	7%	-2%	4%
Cc1c(Cl)cccc1NS(=O)(=O)c1ccc(NS(=O)(=O)c2ccc3c(c2)OCCO3)cc1	-1%	1.1%	.	-42%	.	.	-85%[inhibitor]	-5%	16µM*
CC(=O)Nc1ccc(S(=O)(=O)N2CCC(C(=O)NCCC(=O)Nc3nccs3)CC2)cc1	-14%	-0.5%	-2.4	0%	i	-2%	11%	-6%	4%
COC(=O)c1nc(N)sc1-c1ccccc1	-3%	3.8%	-0.1	-1%	i	1%	16%	-6%	-11%
COc1ccc2c(c1)Cc1sc(NC(=O)c3cccc(Br)c3)nc1-2	.	0.2%	.	-43%	.	.	8%	-2%	0%
CCN(CCCNC(=O)Cn1ncc2c([nH]c3ccc(C)cc32)c1=O)c1cccc(C)c1	?	-0.4%&0.8%	2.4	-6%&4%	i	3%	-6%&1%	11%&-1%	2%&0%

# 4 entries from above, with each value named:
CCOc1cc(CO)cc(Br)c1OCC(N)=O
  Nrf2 inh: 11% | Nrf2 ARE act: -0.6% | CCT modulator: 2.3 | HepG2 tox: -16% | Akt phos inh: i | MmCpn inh: 2% | Abeta rescue: -8% | A549 viability: ? | TGFb inhibitor: -3%

CC1(C)N=C(SCC(=O)Nc2ccccc2)C(c2ccc(Cl)cc2)=N1
  Nrf2 inh: ? | Nrf2 ARE act: 14% | CCT modulator: -2.3 | HepG2 tox: -8% | Akt phos inh: i | MmCpn inh: 2% | Abeta rescue: -13% | A549 viability: -11% | TGFb inhibitor: -30%

CCOC(=O)N1CCC(N2CCCC(CO)(Cc3ccccc3C)C2)CC1 (stereo unspecified)
  Nrf2 inh: -10% | Nrf2 ARE act: -0.5% | CCT modulator: -0.9 | HepG2 tox: -17% | Akt phos inh: i | MmCpn inh: -2% | Abeta rescue: 2% | A549 viability: 0% | TGFb inhibitor: 4%

CC1=C(C(=O)Nc2ccccc2)C(c2cccnc2)n2nc(SCc3ccccc3F)nc2N1 (stereo unspecified)
  Nrf2 inh: 5%[9.27 µM] | Nrf2 ARE act: -1.5% | CCT modulator: . | HepG2 tox: -14% | Akt phos inh: . | MmCpn inh: . | Abeta rescue: -18% | A549 viability: -9% | TGFb inhibitor: 3%

# Next compounds:
SMILES	Nrf2 inh	Nrf2 ARE act	CCT modulator	HepG2 tox	Akt phos inh	MmCpn inh	Abeta rescue	A549 viability	TGFb inhibitor
Cc1cccc(-c2noc(CN(C(=O)c3c(-c4ccccc4Cl)noc3C)C(C)C)n2)c1	?	0.2%	0.0	3%	i	0%	15%	-7%	-31%
Cc1ccc(NC(=O)Cc2ccc(Cl)cc2)nc1	-18%	-0.3%	0.7	2%	i	.	14%	-8%	14%
Cc1cc(C)c2c(CN3CCN(C/C=C/c4ccccc4)CC3)cc(=O)oc2c1	-8%	3.0%	0.2	-30%	i	2%	14%	-24%	5%
c1cnc(N2CCN(c3ccc4ccccc4n3)CC2)nc1	?	0.6%	-0.3	-28%	i	-8%	-5%	10%	4%
O=C(CN1CCCCCCC1)Nc1cc(Cl)cc(Cl)c1	16%	-0.2%	-1.1	5%	i	-1%	-2%	-1%	3%
COc1ccc(C(=O)N(Cc2ccco2)Cc2ccccc2F)cc1Cl	-10%	4.5%	.	-26%	.	.	-3%	10%	-2%
O=C(NCc1ccncc1)[C@@H]1CCCN1C(=O)[C@H]1CCCN1C(=O)c1ccccc1	.	-0.3%	0.8	.	i	.	3%	.	.
Cc1[nH]nc2c1C(c1ccccn1)N(c1ccc(Br)cc1)C2=O (stereo unspecified)	-17%	0.4%	-0.1	4%	i	-1%	0%	-24%	-11%
COc1ccc(C(=O)N(C)Cc2ccccc2F)cc1S(=O)(=O)N1CCCC1	1%	-0.5%	-1.7	-13%	i	0%	-7%	0%	0%
Cc1cccc(NC(=O)COC(=O)CCc2c[nH]c3ccccc23)c1C	9%	-0.4%	-2.0	1%	i	-5%	?	0%	6%
CCCCN(C(=O)c1ccc2c(c1)OCO2)c1c(N)n(CC(C)C)c(=O)[nH]c1=O	10%	-0.5%	-1.3	1%	i	-1%	-8%	2%	1%
O=C(Nc1ccc(S(=O)(=O)N2CCCC2)cc1)N1c2ccccc2Sc2ccccc21	?	-0.7%	-0.7	-31%	i	-5%	15%	1%	?
CCCCC(=O)Nc1nc(C)c(-c2csc(Nc3cc(Cl)ccc3OC)n2)s1	5%	4.9%	-0.9	-16%	i	-18%	-12%	-5%	-6%
Cc1nc2ccccc2n1CC(=O)N1CC(=O)Nc2ccccc21	7%	-0.3%	-1.2	-4%	i	1%	-21%	-1%	-3%
COc1ccc(NC(=O)c2cccc(NC(=O)C3C4CC5OC(=O)C3C5C4)c2)c(OC)c1 (stereo unspecified)	.	1.2%	0.7	-8%	i	1%	14%	3%	0%
COc1ccccc1N1CCN(CC(=O)Nc2ccccc2C(=O)NCCc2ccccc2)CC1	15%	3.6%	-4.5	-27%	i	-5%	12%	0%	?
CCC(=O)N(CCC(c1ccco1)c1ccccc1OC)Cc1cccs1 (stereo unspecified)	-27%	3.6%	-2.3	-20%	.	0%	7%	3%	-10%
